TRHR agonist = activates the human TRH receptor. P34981. TRHR cells, calcium flux fluo-8, FDSS agonist mode. 360,000 compounds, 0.18% hits. activation, % at 2 µM; in the data active = activation above about 30%; also: 0% is about no effect
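Read-out: compound-evoked intracellular calcium rise in TRHR cells, fluo-8 dye, kinetic FDSS fluorescence at 1 s/cycle following a 10-cycle baseline. Cells cultured overnight before dye loading (30 min–1.5 h, RT).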
D1 potentiator = enhances dopamine response at the human D1 receptor; P21728; HEK293 TREx D1 cells, calcium flux, dopamine EC20 potentiation; potentiation, % at 10 µM; 360,000 compounds, 0.036% hits; in the data active = potentiation above about 30%; also: 0% is about no effect
D1 antagonist = human D1 dopamine receptor antagonism | HEK293 TREx D1 cells, calcium flux, dopamine EC80; hits give low values | activity change, negative = inhibition, % at 10 µM | 360,000 compounds, 3.2% hits; in the data active = activity change below about -30%; also: % is scaled to controls: 0 for no effect and ±100 for the full control effect
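After overnight tetracycline induction at 30 C, force-coupled D1 HEK293 cells took up a no-wash calcium dye at room temperature. Compounds were added and monitored 180 s, and the response to EC80 dopamine was then recorded.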
D1 agonist = agonists of human D1 dopamine receptor; HEK293 T-REx D1 cells, calcium flux, agonist mode; 360,000 compounds, 1% hits; P21728; activation, % at 2 µM; AID 504660; in the data active = activation above about 30%; also: 0% is about no effect
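Tetracycline-induced HEK293 TREx D1 cells, force-coupled to calcium signalling, were dye-loaded with a no-wash calcium kit. Compound was pin-added after a 10 s baseline. Fluorescence was read kinetically at 1 cycle/s for 180 s, with calcium rises flagged as agonism.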
TRHR enhancer = TRH receptor (human) allosteric enhancement | enhancement, % at 2 µM | AID 493056 | TRHR cells, fluo-8 calcium fluorescence, EC20 TRH enhancement | P34981 | 360,000 compounds, 0.66% hits; in the data active = enhancement above about 30%; also: 0% is about no effect
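TRHR-expressing cells loaded with fluo-8 calcium dye were read kinetically (ex 480/em 530) during compound addition, then stimulated with an EC20 of TRH (10 nM final). Enhancement of the Gq-mediated intracellular calcium response was scored.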
Anesthetic bind = candidate novel general anesthetic via apoferritin binding; P02791; apoferritin/1-aminoanthracene competitive binding, fluorescence; Potency, µM (highest dose often 77.5 µM), for inactives: top-dose activity change, negative = displacement, usual class: inhibitors; 350,000 compounds, 0.074% hits; also: potency is read from the fitted curve at half-maximal effect; % is scaled to controls: 0 for no effect and ±100 for the full control effect; nearly all actives have a fitted effect of over 20% in size
Target sequence (P02791 2-175 limits assumed): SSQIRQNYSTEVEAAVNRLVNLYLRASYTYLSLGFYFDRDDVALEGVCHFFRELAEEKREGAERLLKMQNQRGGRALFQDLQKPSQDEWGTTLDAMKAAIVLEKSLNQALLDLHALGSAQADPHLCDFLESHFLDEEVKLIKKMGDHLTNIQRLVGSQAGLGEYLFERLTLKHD
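Steps: apoferritin (10 uM) was premixed with half-saturated 1-AMA in PBS, compounds were pin-transferred, plates stood 10 min at room temperature, fluorescence was read at 380/535 nm, and curves were fitted with a Hill equation.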
D2 PAM = positively modulates the human D2 dopamine receptor allosterically; 340,000 compounds, 0.34% hits; P14416; HEK293 T-REx D2, calcium flux, EC20 dopamine potentiation; potentiation, % at 10 µM;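 active = potentiation over 3 SD above the plate norm, cut at about 30% in these data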; also: 0% is about no effect
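Potentiation of an EC20 dopamine calcium response is measured in a force-coupled, tetracycline-inducible Hek293 Trex D2 line. Compound-only kinetic reads over 180 s flag agonists before dopamine addition.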
RXFP1 antag = antagonists of human relaxin receptor RXFP1 | 350,000 compounds, 0.59% hits | HEK293-RXFP1, relaxin-stimulated cAMP HTRF, 30 min; hits give low values | AID 1259400 | activity change, negative = inhibition, % at 57.5 µM;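 active = activity change of -60% or lower, but not beyond a set lower limit; inconclusive = change between -60% and -40%, or beyond the set limit; inactive = change above -40%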; also: % is scaled to controls: 0 for no effect and ±100 for the full control effect
Target sequence (Q9HBX9 whole entry, looked up): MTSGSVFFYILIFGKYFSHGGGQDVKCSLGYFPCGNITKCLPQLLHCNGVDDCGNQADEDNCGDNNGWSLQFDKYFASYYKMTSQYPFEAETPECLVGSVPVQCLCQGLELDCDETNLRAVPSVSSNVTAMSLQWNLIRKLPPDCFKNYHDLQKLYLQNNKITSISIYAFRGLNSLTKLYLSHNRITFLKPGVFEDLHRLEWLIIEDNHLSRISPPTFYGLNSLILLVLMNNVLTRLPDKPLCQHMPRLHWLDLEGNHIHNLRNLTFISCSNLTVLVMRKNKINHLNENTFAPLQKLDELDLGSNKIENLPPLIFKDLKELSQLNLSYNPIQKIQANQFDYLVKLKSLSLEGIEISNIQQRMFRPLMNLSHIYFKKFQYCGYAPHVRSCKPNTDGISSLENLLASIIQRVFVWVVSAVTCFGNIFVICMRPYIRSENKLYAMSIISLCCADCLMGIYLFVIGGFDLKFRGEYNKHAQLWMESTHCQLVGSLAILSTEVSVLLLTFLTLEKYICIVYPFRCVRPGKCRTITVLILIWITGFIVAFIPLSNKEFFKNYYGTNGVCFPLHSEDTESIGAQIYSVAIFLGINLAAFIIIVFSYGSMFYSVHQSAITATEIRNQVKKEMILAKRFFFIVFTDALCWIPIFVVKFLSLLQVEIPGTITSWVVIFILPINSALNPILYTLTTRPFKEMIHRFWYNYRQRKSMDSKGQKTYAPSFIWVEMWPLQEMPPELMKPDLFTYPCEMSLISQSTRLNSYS
RXFP1 ag = agonists of human relaxin receptor RXFP1; Q9HBX9; HEK293T-RXFP1 cAMP TR-FRET, 30 min; response scale: percent of porcine relaxin response, buffer zero; Potency, µM (top dose mostly 57.5 µM), for the others: at the highest dose activation, most hits filed as activators; 370,000 compounds, 0.3% hits; also: potency is read from the fitted curve at half-maximal effect; % is scaled to controls: 0 for no effect and ±100 for the full control effect; nearly all actives have a fitted effect of over 60% in size; many of its hits are not listed in these tables
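Agonist response is measured as cAMP accumulation in an RXFP1-transfected HEK293T line under PDE4 inhibition. Values are scaled between buffer-only and 29 nM porcine relaxin, and EC50s come from standard Hill equation fits.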
Active calls of the source: *; u = inconclusive; x = no result given; & = joins results of further samples; [ ] = remark or other dose. Unless noted, calls follow the shape of the dose curve; as a rule, active = well fitted curve in the direction sought with a large enough effect; inconclusive = small, poorly fitted or top-dose-only effect, or another doubt; inactive = no such curve, though single readings can be large; an effect the other way counts as inactive or inconclusive. Some of the compounds tested. The share of hits here may be higher or lower than overall.

SMILES	TRHR agonist	D1 potentiator	D1 antagonist	D1 agonist	TRHR enhancer	Anesthetic bind	D2 PAM	RXFP1 antag	RXFP1 ag
CCOC(=O)C(NC(=O)c1cccc(Cl)c1)(Nc1sc2c(c1C(N)=O)CCC2)C(F)(F)F (configuration not stated)	0.5	2	2	1	-5	-7%	5	-12	-0.3%
COc1ccc(S(=O)(=O)N(Cc2ccccc2)c2ccccc2C(=O)Nc2ccccc2C(=O)NCc2ccco2)cc1	1.7	6	-15	3	-2	-9%	13	5	6.2%
C/C=C/C(=O)Nc1nnc(C(C)C)s1	1.2	-1	7	0	0	7%	-23	-11	3.4%
CCCc1cc(=O)oc2cc(C)cc(OCC(=O)NCCCN3CCOCC3)c12	-0.4	-7	15	0	-1	-5%	-9	-13	0.9%
O=C1CCC(C(=O)N2CCN(c3cnccn3)CC2)CN1CCc1cccc(F)c1 (configuration not stated)	-0.3	6	5	3	-1	1%	-3	2	-1.7%
CCOc1ccc2nc(SCC(=O)N3c4ccccc4Sc4ccccc43)sc2c1	0.3	-5	-15	0	2	-4%	17	17	-1.2%
COc1ccc(/C=C(\NC(=O)c2ccccc2)C(=O)NCC2CCCO2)cc1 (configuration not stated)	0.0	6	-5	0	-16	-3%	x	12	-0.1%
O=C(CNS(=O)(=O)c1ccc(Cl)c(C(F)(F)F)c1)NC1CCCCC1	-0.1	x	-17	22	-4	x	8	4	0.3%
COc1ccc(OC)c(Nc2c3c(nc4ccccc24)CCC3)c1	-2.0&0.7	-5&-3	-20&-30	2&-1	3&2	5%&-9%	0&18	1&-2	-1.2%&-0.1%
Cc1nnc(Sc2cc(C(=O)NC3CC3)c3ccccc3n2)s1	0.1	-1	-5	0	-3	-13%	x	-31	0.0%
COCCN(C(=O)COC(=O)CCC(=O)c1ccc(C)cc1)c1c(N)n(Cc2ccccc2)c(=O)[nH]c1=O	-0.2	10	9	2	-3	-7%	-12	-7	0.6%
Cc1sc2ncnc(NC(C)C(=O)O)c2c1C (configuration not stated)	0.7	-8	-11	0	-2	-2%	-3	5	12%

Structural class, those above with a thiophene ring, fused or not (two)
SMILES	TRHR agonist	D1 potentiator	D1 antagonist	D1 agonist	TRHR enhancer	Anesthetic bind	D2 PAM	RXFP1 antag	RXFP1 ag
CCOC(=O)C(NC(=O)c1cccc(Cl)c1)(Nc1sc2c(c1C(N)=O)CCC2)C(F)(F)F (configuration not stated)	0.5	2	2	1	-5	-7%	5	-12	-0.3%
Cc1sc2ncnc(NC(C)C(=O)O)c2c1C (configuration not stated)	0.7	-8	-11	0	-2	-2%	-3	5	12%

More results.
SMILES	TRHR agonist	D1 potentiator	D1 antagonist	D1 agonist	TRHR enhancer	Anesthetic bind	D2 PAM	RXFP1 antag	RXFP1 ag
O=C(c1c(F)cccc1F)N1CCN(S(=O)(=O)c2ccc3c(c2)OCCO3)CC1	0.6&-1.0	2&0	7	2&3	0&-2	x	-5	x	0.0%
CCOc1ccc2ccccc2c1CNCCN1CCOCC1	0.3	-2	2	1	10	-12%	0	-21	2.3%
CCN(C(=O)COC(=O)CCCOc1ccccc1)c1c(N)n(Cc2ccccc2)c(=O)[nH]c1=O	2.2	-3	-12	2	-3	x	-26	2	-0.1%
Cc1ccc2oc(C(=O)N(C)Cc3cnccn3)c(C)c2c1	-0.1	1	-25	1	-4	-11%	1	4	-0.1%
O=C(CSc1ccccn1)Nc1ccc2c(c1)oc1ccccc12	0.6	-7	-16	2	-4	3%	-17	-10	-1.0%
CCOc1ccc(Nc2c(S(=O)(=O)c3ccc(C)cc3)cnc3ccccc23)cc1	0.0	-7	22	-1	9	-22%	-6	-5	-0.4%
COc1ccccc1C(=O)Nc1cccc(N(C)S(C)(=O)=O)c1	-0.1	0	-8	2	-2	7%	20	-3	2.9%
Cc1cccc(C(=O)NC2CC3CCCC(C2)N3S(=O)(=O)c2ccccc2)c1 (configuration not stated)	-0.6	3	5	2	-9	u	6	-5	1.5%
CCOC(=O)c1ccc(NC(=O)CSc2nc(=O)n(CCN3CCOCC3)c3c2CCC3)cc1	-1.0	2	-1	0	6	x	10	-11	1.8%
CCCCC(c1nnnn1CC1CCCO1)N1CCN(c2ccccc2)CC1 (configuration not stated)	-0.7	-5	-2	4	4	7%	-7	5	0.9%
CCCCn1c(NCc2cc(Cl)ccc2O)nc2ccccc21	0.7	1	11	7	16	-5%	-7	x	-2.9%
COc1cc(C(=O)NCC(=O)N2CC=C(c3ccccc3)CC2)cc(OC)c1OC	1.0	2	-24	1	2	x	-3	-15	1.4%
CC(=O)c1ccc(OC(=O)CCc2ccccc2)cc1	-1.3	0	-11	3	0	u	-8	0	-0.5%
Cc1cc(C(=O)Nc2cccc(C(=O)O)c2)oc1C	0.8	2	-10	2	8	-4%	-4	5	-0.3%
CCOc1ccc(CNS(=O)(=O)c2c(C(=O)N3CCC(C)CC3)c(C)n(C)c2C)cc1OC	-0.1	-1	-10	2	-3	14%	6	8	-0.1%
CCn1c(N2CCN(S(=O)(=O)c3ccccc3)CC2)nc2ccccc21	-1.8	-10	3	15	-8	-10%	19	15	1.1%
Cc1cc(NC(=O)C2CC(=O)N(c3cccc(C)c3C)C2)no1 (configuration not stated)	0.5	15	9	0	-5	2%	10	-9	0.1%
Cc1nc2ccccc2nc1CN1CCN(Cc2ccc(F)c(F)c2)C(CCO)C1 (configuration not stated)	0.2	6	6	1	-8	-10%	8	-7	3.1%
Cc1ccc2c(CC(=O)Nc3ccc(F)c(S(=O)(=O)N4CCOCC4)c3)coc2c1	0.5	-1	-20	3	1	x	4	0	-0.6%
Cc1cccc(NC(=O)COC(=O)c2cccs2)c1C	-0.9	-7	-13	2	5	7%	x	6	-0.4%
CCC(=O)Nc1ccc2nc(SCC(=O)N3CCc4ccccc43)sc2c1	-0.6	1	-1	4	7	42%[activator]	1	u	3.3%
OCC1(c2cc(C(F)(F)F)n[nH]2)CCCCC1	1.0	-2	1	3	-5	-20%	-13	-7	0.5%
C/C(=N\NC(=O)CSCc1ccc(Cl)cc1)c1ccc2c(c1)OCCO2	0.0	3	-2	3	-9	u	-8	-9	-0.2%
Cc1ccc(SCc2nnc(NC(=O)c3ccccc3)s2)cc1	-2.9	-7	-42*	2	3	-3%	8	3	-2.4%
CCc1ccc2[nH]c(C)c(CN3CCCCCC3)c(=O)c2c1	0.5	3	-3	3	-8	-16%	12	11	1.9%
O=C(NCc1ccc(Cl)cc1)C(=O)Nc1nccs1	0.6	5	-11	4	-12	1%	-3	-2	-0.1%
CC(C)c1ccc(NC(=O)C2CC(=O)N(C3CCCC3)C2)cc1 (configuration not stated)	-0.6	-5	-1	2	18	-7%	-9	-16	0.8%
CCCNC(=O)c1c(O)c2cccc3c2n(c1=O)CCC3	0.7	-15	10	1	8	0%	-2	0	u
NS(=O)(=O)c1ccc(NC(=O)C2C3C=CC(C3)C2C(=O)O)cc1 (configuration not stated)	0.5	-2	-6	0	1	0%	12	-15	0.9%
NC(=O)COc1ccccc1C(=O)NC12CC3CC(CC(C3)C1)C2	0.7	-3	6	2	-2	1%	0	5	0.7%
CCc1ccc(OCc2nnc(SCC(=O)NC3CCCCC3)o2)cc1	-1.6	x	-6	7	9	5%	2	3	0.8%
CC(=O)c1cc(CN2C(=O)CCC2=O)cs1	0.4	-4	-8	4	10	-16%	-7	11	0.6%
O=C(CN(Cc1ccco1)C(=O)c1cccc(F)c1)Nc1ccccc1C(F)(F)F	0.1	-8	1	1	-2	x	6	5	-0.6%
O=C(NCCc1nc2ccccc2[nH]1)c1cccc(Br)c1	-1.6	-2	13	-1	20	-8%	10	-1	-1.8%
O=C(NCCO)c1cccc(Cl)c1	0.4	-5	-7	2	16	-11%	-11	11	3.2%
Cc1ccc(C23CC4CC(CC(C(N)=O)(C4)C2)C3)cc1	-0.3	0	10	1	3	-21%	-12	-6	-1.8%
Cc1ccc(C)n1-c1nnc(N2CCCC(C(=O)NCc3ccc(Cl)cc3)C2)s1 (configuration not stated)	-1.8	-2	-6	2	-1	0%	18	-3	0.2%
CCCCN(C(=O)c1ccc(OC(F)(F)F)cc1)c1c(N)n(CCC)c(=O)[nH]c1=O	0.0	1	-5	2	-1	-15%	-7	-2	3.3%
COC(=O)c1ccc(C2NC(C(=O)O)CS2)cc1 (configuration not stated)	0.9	-4	-6	1	-3	-2%	-4	9	-0.6%
Cc1nc(SCC(=O)Nc2cc(S(=O)(=O)N3CCOCC3)ccc2Cl)nc(C)c1C	-0.1	x	-28	9	5	x	8	-2	11%
COc1ccc(S(=O)(=O)NCC(c2cccs2)S(=O)(=O)c2ccccc2)cc1OC (configuration not stated)	1.1	-2	x	-2	-3	3%	-5	0	-0.4%
Cc1ccc(C)c(N2CCN(C(=O)C3CCN(c4nc5ccc(C)cc5[nH]4)CC3)CC2)c1	-0.9	-3	-18	3	23	u	-8	-69*	3.9%
O=C(Cc1ccc(F)cc1)NCCc1csc(-c2ccc(C(F)(F)F)cc2)n1	-0.2	-6	3	3	3	-15%	-9	x	4.7%
CCOc1ccccc1Nc1nc2c(S(=O)(=O)c3ccc(C)cc3)nnn2c2ccsc12	0.3	0	10	0	-2	-1%	2	10	24%
CCn1c(COc2ccc(C)cc2)nnc1SCc1ccc(C#N)cc1	0.5	-2	-18	0	1	-15%	-3	-13	2.1%
CCC(=O)Nc1nc2nc(C)cc(=O)n2[nH]1	0.6	6	-5	-1	11	-7%	17	-6	9.3%
O=S(=O)(c1ccc(OCC(O)CN2CCN(c3ccccc3O)CC2)cc1)N1CCOCC1 (configuration not stated)	0.9	-4	-11	9	1	-15%	-24	26	-0.2%
CNS(=O)(=O)c1cc(NC(=O)CCNC(=O)c2ccco2)ccc1C	0.0	0	-11	0	11	-10%	2	1	2.0%
CC(C)CC(NC(=O)C1CCC(=O)N1)C(=O)NC(CC(C)C)C(=O)N1CCCC1C(N)=O (configuration not stated)	0.4	3	1	4	22	-1%	9	8	0.9%
Cc1ccc(C2C(C#N)=C(N)Oc3n[nH]c(-c4cccs4)c32)cc1 (configuration not stated)	-0.6	6	9	1	7	3%	-13	-12	-0.6%
CN(C)c1ccc(NC(=O)CSc2nc(-c3ccco3)cc(C(F)(F)F)n2)cc1	-0.3	-4	-5	0	11	-4%	1	x	0.5%
Clc1ccccc1C1CC(c2ccccc2)Nc2ncnn21 (configuration not stated)	0.3	2	13	-1	1	1%	6	-16	2.6%
